High-throughput results from PubChem.
GPR35 arrestin U2OS = GPR35 antagonists blocking zaprinast-driven arrestin recruitment, primary screen, imaging, U2OS, beta-arrestin-GFP, zaprinast agonist (AID 2058). G-protein coupled receptor 35 (Homo sapiens). U2OS GPR35 beta-arrestin-GFP translocation imaging, zaprinast antagonism; higher % means a stronger effect. 0.052% of 290,000 active. inhibition, % at 10 µM; hits with a dose series show IC50 in µM;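 active = inhibition of at least 50% with at least 30 cells and total cytoplasm GFP at most 10,000,000; inconclusive = under 30 cells or total GFP of 10,000,000 plus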
Autophagy mod = autophagy modulators in MEF cells, primary screen, imaging, high-content, MEF GFP-LC3. MEF GFP-LC3 puncta imaging; test concentration mostly 10 µM. calls only at 10 µM (by protocol). 0.98% of 190,000 active. AID 463193, 2010;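 active = percentage of spot-positive cells more than 3 SD above its plate mean, without a fluorescence outlier flag or 80% toxicity; inconclusive = no clear call, values can overlap the other calls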;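 note: spot-positive cell cutoff set from DMSO-treated cells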
NS5 inhibitors = Dengue-2 NS5 methyltransferase inhibitors, primary screen, biochemical, confirmation dose response (AID 588689); Genome polyprotein (Dengue virus type 2 (strain 16681-PDK53)); Dengue-2 NS5 methyltransferase capping enzyme assay, biochemical; higher % means a stronger effect; inhibition, % at 25 µM; hits with a dose series show IC50 in µM; 0.3% of 340,000 active; in the data active = a potency from the dose series; inconclusive = inhibition above about 29% without an active follow-up result
WT yeast gro inh = growth inhibition of WT strain, primary screen, mitochondrial fusion inhibitor project, WT and mutant strains, chemical genetic. mitochondrial fusion phenotypic screen. inhibition, % at 10 µM. 2.1% of 190,000 active; in the data active = inhibition above about 58%; tested in S. cerevisiae
K1F lysis inhibition = inhibition of K1F phage lysis, E. coli UTI89, bacterial capsule biogenesis inhibitors, alamar blue (AID 488966). E. coli UTI89 K1F phage lysis, alamar blue, 2 h; higher % means a stronger effect. one-dose inhibition, % at 100 µM; IC50 in µM for titrated hits. 0.02% of 340,000 active;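 active = phage lysis inhibition, versus mean bacterial control, above a set limit; inconclusive = no clear call, values can overlap the other calls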;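 note: capsule biogenesis inhibitors block K1F phage lysis so surviving cells raise fluorescence; higher fluorescence means more inhibition of phage lysis; actives were called in the ten point dose series up to 300 µM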
RSV CPE inhibition = RSV antiviral activity via CPE protection, HEp-2 cells, primary 10 µM value included (AID 2391). HEp-2 cells, RSV-induced CPE inhibition; higher % means a stronger effect. CPE inhibition, % at 10 µM; hits with a dose series show IC50 in µM. 0.13% of 310,000 active; in the data active = a potency from the dose series; inconclusive = CPE inhibition mostly from about 23% at the one dose, without a potency; inactive = the rest, 99 in 100 with CPE inhibition below about 21%; note: strong numbers were not always called active
NTR1 agonist = agonists of NTR1, primary screen, imaging, U2OS cells, beta-arrestin-GFP, high content (AID 493036); Neurotensin receptor type 1 (Homo sapiens), P30989; NTR1-U2OS beta-arrestin-GFP spot imaging, agonist mode; activation, % at 20 µM; 0.17% of 330,000 active;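 active = activation at or above 40% of the spot to cytoplasm intensity ratio, with at least 20 cells analyzed; inconclusive = wells under 20 cells, flagged as cytotoxic or low count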;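 note: 0% = DMSO without peptide and 100% = 100 nM NTR1 peptide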
Target sequence (P30989 whole entry, looked up): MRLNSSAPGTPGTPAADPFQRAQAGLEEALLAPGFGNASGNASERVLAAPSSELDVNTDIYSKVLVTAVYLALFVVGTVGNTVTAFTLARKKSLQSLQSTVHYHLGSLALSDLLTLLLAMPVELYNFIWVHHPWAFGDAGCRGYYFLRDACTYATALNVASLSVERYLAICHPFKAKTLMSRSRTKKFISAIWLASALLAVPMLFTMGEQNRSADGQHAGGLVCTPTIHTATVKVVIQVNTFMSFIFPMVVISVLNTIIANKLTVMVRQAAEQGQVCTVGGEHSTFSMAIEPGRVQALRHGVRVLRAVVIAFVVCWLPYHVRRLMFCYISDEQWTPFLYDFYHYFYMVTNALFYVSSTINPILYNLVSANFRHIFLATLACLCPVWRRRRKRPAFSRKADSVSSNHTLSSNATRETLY
LYP phosphatase = inhibitors of LYP phosphatase, biochemical, fluorescence intensity, uHTS (AID 1779). recombinant LYP phosphatase, fluorescence intensity; higher % means a stronger effect. inhibition, % at 11.5 µM; hits with a dose series show IC50 in µM. 0.054% of 290,000 active; in the data active = inhibition above about 50%;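 note: plate controls were vehicle with enzyme for no effect and no enzyme for full effect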
AID2073 = inhibitors of Mint1-CaV2.2 protein interaction, biochemical, HTRF (AID 2073); HTRF protein-protein interaction, Mint1-CaV2.2; higher % means a stronger effect; 0.19% of 290,000 active; inhibition, % at 20 µM, or IC50 in µM where a hit was titrated; Voltage-dependent N-type calcium channel subunit alpha-1B (Homo sapiens); in the data active = inhibition mostly above about 51%, no sharp cut-off; inconclusive = no clear call, values can overlap the other calls; inactive = mostly below about 53%; note: some results filed as inactive read as strong as hits
WT yeast gro inh mutant strain = further read-out of WT yeast gro inh, marked with its call; inhibition, %; mitochondrial fusion phenotypic screen, mutant strain inhibition
Autophagy mod cell loss 18 h = also measured in Autophagy mod; calls as there; toxicity, %; measured here: cell loss, nuclei count;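 cell loss after 18 h compound exposure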
NTR1 agonist cell count 20 µM = also measured in NTR1 agonist; calls as there; cell count; measured here: cell count, cytotoxicity flag
NS5 inhibitors pilot replicate = also measured in NS5 inhibitors; calls as there; inhibition, %; measured here: pilot screen replicate inhibition
An asterisk follows results filed as active; i = inactive; ? = inconclusive; · = not tested or not shown; + = active, no number; [ ] = another dose, or the depositor's remark.

SMILES	GPR35 arrestin U2OS	Autophagy mod	Autophagy mod cell loss 18 h	NS5 inhibitors	WT yeast gro inh	WT yeast gro inh mutant strain	K1F lysis inhibition	RSV CPE inhibition	NTR1 agonist	NTR1 agonist cell count 20 µM	LYP phosphatase	AID2073	others
Cc1ccc(S(=O)(=O)N2CCOCC2)cc1C(=O)N1CCOCC1	-11%	i	-1	1%	10	22	5.4%	2.4%	-0.8	78	-10%	-4%
CCC1(CC)NC(=O)N(CC(=O)N2CCN(S(=O)(=O)c3cccc(F)c3)CC2)C1=O	4%	·	·	3%	·	·	0.3%	1.1%	0.2	71	-7%	7%
O=C(CN(Cc1ccccc1Cl)C(=O)CNS(=O)(=O)c1ccccc1)NCC1CCCO1 (stereo not given)	11%	·	·	6%	·	·	0.3%	0.8%	0.2	58	-8%	4%
O=C(c1cccc(F)c1)N1CCN(C2CCCCC2)CC1	4%	i	32	-3%	20	21	2.3%	-1.4%	1.5	61	-11%	-4%
CCC(=O)Nc1ccc(N2CCN(S(C)(=O)=O)CC2)cc1	·	i	15	-5%	9	5	0.2%[50 µM]	0.8%	1.0	60	-3%	-5%
CC(C)(C)C(=O)NNC(=O)CCCOc1ccc(Cl)cc1Cl	4%	i	17	-1%	-2	-16	0.1%	-0.8%	-0.9	29	2%	-7%
Cc1cccc(C(=O)OCC(=O)c2c(N)n(CC(C)C)c(=O)n(C)c2=O)c1O	·	·	·	2%	·	·	1.0%[50 µM]	1.1%	6.2	71	·	·
Cc1ccc(NS(=O)(=O)c2cc(NC(=O)C(C)Oc3ccccc3)ccc2C)c(C)c1 (stereo not given)	-4%	i	1	-1%	41	10	-0.2%	19%	14	67	13%	9%
CCCCNC(=O)C1=C(N)C(C(=O)Nc2ccc(C)c(S(=O)(=O)N3CCCCC3)c2)SC1=Nc1ccc(C)cc1C (stereo not given)	14%	i	-8	0%	60*	-1.4*	0.1%	0.6%	31	63	16%	39%
Cn1c(=O)c2c(ncn2CC(=O)OCc2ccccc2)n(C)c1=O	11%	i	-12	-8%	10	-14	0.4%	1.0%	-4.1	89	3%	-1%
CCN(Cc1ccccc1)Cc1c(C)[nH]c2c(C)c(C)ccc2c1=O	4%	i	-11	-1%	-15	0	0.2%	0.3%	-0.6	74	-5%	0%	NS5 inhibitors pilot replicate=-1.1
Cc1c(N2C(=O)CS/C2=N\N=C\c2ccc(Br)cc2)c(=O)n(-c2ccccc2)n1C	7%	i	22	-8%	23	19	0.1%	3.9%	-0.5	37	1%	9%
COc1ccc(OC)c(NC(=O)CCN2CCN(c3ccccc3OC)CC2)c1	17%	·	·	0%	·	·	0.2%	2.3%	-0.3	69	-11%	8%	NS5 inhibitors pilot replicate=0.6
O=C(c1cncc(Br)c1)N1CCN(S(=O)(=O)c2ccc(Cl)cc2)CC1	-9%	·	·	1%	·	·	-0.1%	-0.1%	0.5	51	0%	4%
COC(=O)c1ccc(CSc2nccn2C)cc1	6%	i	-2	-4%	-5	-10	-0.4%	0.0%	-1.2	71	-2%	1%
C/C(=N\NC(=O)c1cccc(S(=O)(=O)Nc2ccccc2Cl)c1)c1ccc(-n2ccnc2)cc1	-2%	i	-13	0%	5	-24	-0.5%	2.7%	4.5	87	-3%	6%
O=C(NCCO)c1ccc2c3n(nc2c1)-c1ccc(Cl)cc1CO3	-7%	·	·	-6%	·	·	-0.6%	0.5%	-2.0	92	1%	18%
Cc1ccc(C(=O)NCC(=O)NCC(=O)OCC(=O)c2ccc(Br)cc2)cc1	8%	i	9	1%	1	12	-0.7%	1.1%	-0.9	71	1%	9%
CCC(C)NC(=O)c1cn(-c2cccc(OC)c2)c(=O)c2ccccc12 (stereo not given)	2%	·	·	-11%	·	·	0.3%	2.0%	0.7	52	-4%	11%
O=C(NCc1ccccc1)C1CCCN1S(=O)(=O)c1ccc(Cl)cc1 (stereo not given)	18%	·	·	-9%	·	·	-0.1%	0.3%	-0.6	66	-7%	2%
O=C(NC(Cc1ccccc1)C(=O)O)/C(=C\c1ccc([N+](=O)[O-])cc1)NC(=O)c1ccco1 (stereo not given)	12%	·	·	-8%	·	·	-0.1%	0.0%	-0.5	53	-4%	2%
CC(C)NC(=O)c1onc(CSc2ccc(C(C)C)cc2)c1C(=O)O	3%	i	-1	3%	12	8	1.2%	1.1%	0.7	61	-4%	3%
COC(=O)c1c(NC(=O)c2c(Cl)cnn2C)sc(C)c1C	0%	i	3	19%	-6	7	0.0%	2.0%	-0.9	124	-3%	45%
CN1CCN(S(=O)(=O)c2cccc(C(=O)Nc3ccccc3N3CCOCC3)c2)CC1	2%	i	-6	-12%	-4	3	-0.3%	-1.3%	-0.5	42	-2%	-8%
CC(C)OCCCNC(=O)C1CCC(CNS(=O)(=O)c2ccccc2)CC1 (stereo not given)	5%	i	-18	-2%	0	-15	0.1%	1.1%	2.4	68	-8%	-1%
CCCc1nc2sc3ccccc3c(=O)c2c(=O)n1Cc1ccco1	22%	i	4	17%	2	10	0.2%	·	·	·	-3%	33%
CN1C(=O)c2cccc3c(Cl)ccc(c23)C1=O	13%	i	6	1%	40	29	1.7%	12%	2.9	45	-11%	7%
COc1cccc(NC(=O)/C=C/c2ccccc2[N+](=O)[O-])c1	-1%	i	-2	-4%	6	-6	0.2%	5.6%	-0.7	67	-8%	3%
Cc1cccc(C)c1Nc1nnc(SCc2cn3cccc(C)c3n2)s1	5%	i	6	4%	3	-2	0.3%	16%	2.3	88	2%	2%
O=C(CCC(=O)Nc1ccccc1Cl)NNS(=O)(=O)c1ccc(Cl)cc1	4%	·	·	-1%	·	·	-0.1%	1.2%	-0.6	64	-7%	-1%

Of the compounds above, these have a furan ring, fused or not.
SMILES	GPR35 arrestin U2OS	Autophagy mod	Autophagy mod cell loss 18 h	NS5 inhibitors	WT yeast gro inh	WT yeast gro inh mutant strain	K1F lysis inhibition	RSV CPE inhibition	NTR1 agonist	NTR1 agonist cell count 20 µM	LYP phosphatase	AID2073	others
O=C(NC(Cc1ccccc1)C(=O)O)/C(=C\c1ccc([N+](=O)[O-])cc1)NC(=O)c1ccco1 (stereo not given)	12%	·	·	-8%	·	·	-0.1%	0.0%	-0.5	53	-4%	2%
CCCc1nc2sc3ccccc3c(=O)c2c(=O)n1Cc1ccco1	22%	i	4	17%	2	10	0.2%	·	·	·	-3%	33%

Additional structures:
SMILES	GPR35 arrestin U2OS	Autophagy mod	Autophagy mod cell loss 18 h	NS5 inhibitors	WT yeast gro inh	WT yeast gro inh mutant strain	K1F lysis inhibition	RSV CPE inhibition	NTR1 agonist	NTR1 agonist cell count 20 µM	LYP phosphatase	AID2073	others
CCN(CC)S(=O)(=O)c1ccc(NC(=O)CSc2ncnc3ccccc23)cc1	-2%	i	-9	1%	-2	-16	2.7%	2.5%	-0.3	61	-2%	8%
NC(=O)C1=C[C@@H](c2ccc(Br)cc2)C[C@@H](OCCCCO)O1	-17%	i	3	0%	8	13	0.1%	3.6%	2.2	54	-5%	0%
Cc1ccc(NC(=O)CSc2sc3c(O)cc(=O)[nH]c3c2C#N)cc1C	-10%	·	·	-12%	·	·	-0.3%	1.2%	-1.4	49	-7%	23%
CCCCn1c(SCC(=O)Nc2nccs2)nc2ccccc2c1=O	0%	i	-1	-2%	18	3	-0.1%	0.3%	0.6	88	-7%	12%
C/C(=N\N1CCN(C2c3ccccc3-c3ccccc32)CC1)c1ccncc1	11%	i	4	-5%	29	7	0.1%	3.1%	24	45	1%	-8%
CN1C(=O)c2ccc(NC(=O)c3cccc(N4C(=O)CCC4=O)c3)cc2C1=O	10%	i	29	13%	2	0	-0.3%	-0.4%	-0.2	83	-6%	17%
COc1ccc2nc(CCN(C)C(=O)C3CCC(=O)N(Cc4cccc(F)c4)C3)[nH]c2c1 (stereo not given)	-22%	·	·	-5%	·	·	1.8%	4.7%	-0.2	59	-6%	13%
CCC1CN(C(=O)N2CCC(C(=O)NCc3ccccc3C)CC2)c2ccccc2O1 (stereo not given)	1%	·	·	3%	·	·	0.4%	4.3%	0.7	61	-6%	0%
Cc1ccc(NC(=O)C2CCN(S(=O)(=O)c3c(C)noc3/C=C/N(C)C)CC2)cc1	-13%	·	·	-11%	·	·	0.1%	0.5%	0.9	59	-2%	8%
O=c1ccc(-c2ccc(S(=O)(=O)NCC3CCN(Cc4ccccc4F)CC3)s2)n[nH]1	12%	·	·	-6%	·	·	0.1%	-1.2%	0.1	60	-8%	-2%
O=S(=O)(c1ccccc1)N1N=C(c2ccc(O)cc2)CC1c1ccco1 (stereo not given)	-8%	·	·	-1%	·	·	-0.3%[50 µM]	6.8%	1.3	47	3%	?
Fc1ccc(-c2cc(C(F)(F)F)nc(N3CCCCC3)n2)cc1	-5%	i	9	-2%	11	2	0.6%	3.0%	0.8	76	-8%	6%
c1cnc(-c2nnc3n2CCCCC3)cn1	-4%	i	10	1%	-17	-17	0.3%[50 µM]	-1.1%	2.5	65	-16%	0%
COc1ccc(O)c(/C=N/NC(=O)c2c(C)nnn2-c2nonc2N)c1	-1%	i	19	1%	-4	2	-0.9%	1.0%	-0.5	108	-9%	38%
COCCCNC(=O)c1c[nH]c2ccc(S(=O)(=O)N3CCc4ccccc43)cc2c1=O	-21%	i	35	-10%	-8	-17	-0.1%	2.6%	3.7	65	-6%	-2%
Cc1cc(NC(=O)c2noc3c2CCCC3)no1	-8%	+	13*	-2%	-12	-5	0.8%	0.2%	0.2	95	2%	-2%
COc1cccc(SCc2noc(C(=O)NCCC(C)C)c2C(=O)NCCC(C)C)c1	·	·	·	-2%	·	·	2.5%	4.3%	5.0	54	·	·
COc1ccc(N2C(=O)CN(Cc3cc(OC)c(OC)c(OC)c3)C2=S)cc1	9%	i	-6	-4%	-5	-22	6.6%	2.5%	5.5	71	2%	-4%
Cc1ccc(C(=O)C(C)OC(=O)CN2C(=O)NC3(CCCC3)C2=O)cc1C (stereo not given)	·	·	·	-6%	·	·	0.7%[50 µM]	-0.6%	-0.5	56	·	·
O=C(NCCN1CCOCC1)c1cc([N+](=O)[O-])ccc1Cl	14%	·	·	-10%	·	·	-1.8%	-1.1%	-1.0	54	-8%	6%
Oc1[nH]c2ccc(Br)cc2c1N=Nc1ccc(F)cc1	0%	·	·	?	·	·	0.1%	7.5%	9.7	94	-6%	14%
